# PHOSPHO1 block – inhibitors of human PHOSPHO1 phosphatase. Q8TCT1. recombinant PHOSPHO1, absorbance phosphatase assay. inhibition, % at 13.3 µM. 290,000 compounds, 1.1% hits; in the data active = inhibition above about 60%
# Target sequence (Q8TCT1 whole entry, looked up): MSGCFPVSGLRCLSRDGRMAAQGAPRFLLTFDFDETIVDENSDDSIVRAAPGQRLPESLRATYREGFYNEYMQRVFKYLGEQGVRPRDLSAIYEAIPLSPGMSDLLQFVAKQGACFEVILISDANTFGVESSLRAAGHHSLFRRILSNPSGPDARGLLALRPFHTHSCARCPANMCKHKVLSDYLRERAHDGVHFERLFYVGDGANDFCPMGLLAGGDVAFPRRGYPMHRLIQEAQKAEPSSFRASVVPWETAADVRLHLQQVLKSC
# MEKK2 mut-MEK5 – signal of MEK5 binding to mutant human MEKK2 PB1 domain | bead flow cytometry, Alexa488-MEK5 binding to MEKK2 mutant | percent response, % at 10 µM | AID 1530 | 290,000 compounds, 0.35% hits; in the data active = percent response above about 24%, passing the limit was not always enough; note: inactives centre near 1; some results filed as inactive read as strong as hits; reference of the scale not given here
# FID counter – counter-screen for HCV NS3 helicase inhibitors: DNA intercalator displacement | DNA fluorescent intercalator displacement, fluorescence | inhibition, % at 7.9 µM | 290,000 compounds, 0.17% hits | AID 1845; in the data active = inhibition above about 37%;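 note: 0% = vehicle and 100% = reference compound; higher means more ethidium bromide displaced from hairpin DNA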
# OXTR ag – activates the human oxytocin receptor. P30559. CHO-OTR cells, Fluo-8 calcium fluorescence; normalized: DMSO 0%, oxytocin 100%. activation, % at 3 µM. 320,000 compounds, 0.32% hits. AID 2435;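 active = activation above the mean of all tested compounds plus 3 SD, cutoff set per screening run, cut at about 20% in these data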;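 note: peak over basal fluorescence ratio from a 100 s FLIPR kinetic read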
# Target sequence (P30559 whole entry, looked up): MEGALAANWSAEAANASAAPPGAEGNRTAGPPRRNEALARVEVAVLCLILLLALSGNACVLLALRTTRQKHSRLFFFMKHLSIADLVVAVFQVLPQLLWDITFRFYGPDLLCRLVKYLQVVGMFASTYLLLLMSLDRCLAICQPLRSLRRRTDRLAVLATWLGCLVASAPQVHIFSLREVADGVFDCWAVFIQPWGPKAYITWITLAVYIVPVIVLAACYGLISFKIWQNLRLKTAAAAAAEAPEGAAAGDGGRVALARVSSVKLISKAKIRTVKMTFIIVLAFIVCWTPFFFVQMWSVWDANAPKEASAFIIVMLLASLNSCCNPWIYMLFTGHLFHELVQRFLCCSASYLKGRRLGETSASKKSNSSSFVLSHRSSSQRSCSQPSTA
# GPR7 antag – antagonists of human GPR7 (neuropeptides B/W receptor 1); GPR7-expressing cells, fluorescence antagonist assay; 290,000 compounds, 1.1% hits; P48145; inhibition, % at 4.4 µM; in the data active = inhibition above about 16%, passing the limit was not always enough;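 note: cells stimulated with the agonist NPW; 0% = agonist with vehicle and 100% = vehicle without agonist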
# Target sequence (P48145 whole entry, looked up): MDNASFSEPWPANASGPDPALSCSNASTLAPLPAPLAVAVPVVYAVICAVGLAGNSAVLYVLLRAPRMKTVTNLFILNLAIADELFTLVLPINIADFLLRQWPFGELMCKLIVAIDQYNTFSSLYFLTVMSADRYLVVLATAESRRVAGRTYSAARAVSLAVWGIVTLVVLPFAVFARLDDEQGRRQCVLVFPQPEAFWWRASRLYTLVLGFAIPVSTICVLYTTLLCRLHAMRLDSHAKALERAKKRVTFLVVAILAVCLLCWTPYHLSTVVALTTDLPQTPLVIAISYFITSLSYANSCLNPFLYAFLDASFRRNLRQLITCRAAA
# MEKK2 WT-MEK5 – raises or lowers MEK5 binding to wildtype human MEKK2 PB1 domain; Q9Y2U5; bead flow cytometry, Alexa488-MEK5 binding to MEKK2 WT; actives lie on both sides; binding response (% of control), % at 10 µM; 290,000 compounds, 1.1% hits; AID 1531; in the data active = binding response below about 67% or above about 130%
# M18AAP inhibitor – PfM18AAP enzyme inhibition | recombinant PfM18AAP, H-Glu-NHMec fluorogenic cleavage | inhibition, % at 7.35 µM | 290,000 compounds, 1.2% hits;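 active = inhibition above the campaign mean inhibition over all tested compounds plus 3 SD, cut at about 28% in these data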;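 note: 0% = plate median of test compound wells and 100% = 2 mM ZnCl2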
# MEKK3 PB1 HTS – modulators (inhibitors or enhancers) of MEK5 binding to human MEKK3 PB1 domain; bead-based flow cytometry, Alexa488-MEK5 binding to MEKK3; actives lie on both sides; 0 = blocked by unlabeled MEK5, 100 = vehicle; 290,000 compounds, 1.4% hits; AID 1529; binding response (% of control), % at 10 µM; Q99759;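 active = binding response more than 3 SD above or below the average of its plate-row segment, actives on both sides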;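 note: Alexa488 bead fluorescence after subtracting the streptavidin-only scavenger bead signal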
# NALP1 yeast inh – inhibitors of NALP1 inflammasome in yeast | inhibition, % at 10 µM | 280,000 compounds, 0.61% hits | S. cerevisiae NALP1/ASC/caspase-1 growth, X-gal OD620, 72 h; in the data active = inhibition mostly above about 24%, no sharp cut-off; inactive = mostly below about 32%; note: some compounds called inactive have numbers as strong as hits
# Numbers without * were called inactive; x = not tested or not shown; [ ] = dose if it differs, or a comment. The order is random; about 6.2% have a hit in one of these screens.
SMILES,PHOSPHO1 block,MEKK2 mut-MEK5,FID counter,OXTR ag,GPR7 antag,MEKK2 WT-MEK5,M18AAP inhibitor,MEKK3 PB1 HTS,NALP1 yeast inh
Cc1cccc(NC(=S)NCc2ccccn2)c1,47.3,8.0,-3.3,1.5,-15.4,102.0,4.2,107.0,10.5
CCc1ccc(CNC(=O)CCS(=O)(=O)Cc2ccc(C)cc2)cc1,29.8,-6.0,-17.2,-2.4,3.4,98.0,0.8,97.0,-39.3
Cc1cc(C(=O)N(C2CCCCC2)C2CCCCC2)no1,8.5,5.0,-14.8,-1.2,-9.3,104.0,4.5,102.0,9.1
C=CCn1c(SCC(=O)c2[nH]c(C)c(C(=O)OCC)c2C)nc2scc(-c3ccccc3)c2c1=O,-21.2,-1.0,-1.8,-0.8,0.2,102.0,-14.2,100.0,26.4
C=CCn1c(CSc2nc3ccccc3s2)nnc1SCC(=O)NCc1cccnc1,-18.9,1.0,-25.4,-0.6,-1.3,104.0,-0.8,92.0,-48.4
COc1cccc(-c2nc(CS(=O)(=O)CC(=O)Nc3ccc(C(C)=O)cc3)c(C)o2)c1,11.6,1.0,-31.7,1.9,23.7,102.0,2.9,100.0,0.6
COc1ccc(S(=O)(=O)N2CCCc3ccccc32)cc1[N+](=O)[O-],-2.4,-1.0,0.9,-0.3,18.3,102.0,-0.2,102.0,7.3
Cc1ccc(C(C(=O)NC(C)(C)C)N(Cc2ccco2)C(=O)CCC(=O)Nc2ccccn2)cc1 (configuration not stated),40.3,-3.0,-38.5,-1.9,-10.4,98.0,-4.3,98.0,10.0
C/C(Cn1nnc([N+](=O)[O-])n1)=N\NC(=O)c1ccc(Cl)c(Cl)c1,30.0,-6.0,-1.6,-0.5,2.0,93.0,-1.8,92.0,1.2
S=c1[nH]nc(-c2ccco2)n1Cc1ccccc1,79.3*,3.0,-11.1,-0.6,-8.3,102.0,16.4,104.0,-6.9
C=CCn1c(C)csc1=Nc1ccccc1C,-74.1,0.0,2.5,-2.6,-10.7,99.0,10.1,89.0,9.1
CC(=O)c1cccc(CN2CCN(Cc3ccccc3)C(CCO)C2)c1 (configuration not stated),23.6,-3.0,-2.6,0.4,0.0,90.0,0.2,91.0,-3.0
COc1ccc(CNC(=O)C2CC(O)CN2C(=O)Nc2ccccc2)cc1 (configuration not stated),-7.3,-1.0,-2.3,x,-0.9,99.0,-7.8,98.0,17.5
CCN(CC)S(=O)(=O)c1ccc(/C=C/C(=O)OCC#N)cc1,-2.1,0.0,-4.3,1.1,0.5,96.0,-6.8,101.0,-5.0
O=C(NC1CCCCCC1)c1cccnc1Sc1ccccc1,-11.2,14.0,-8.4,-2.2,-4.6,111.0,1.1,107.0,20.8
Cc1ccc(S(=O)(=O)N2CCOCC2)c(C)c1NS(C)(=O)=O,15.9,-1.0,2.6,0.8,-15.2,95.0,-3.5,94.0,25.6
Cc1cc(-c2nnc(SCC(=O)NC3CC3)n2C(C)C)cs1,47.9,3.0,-8.0,0.3,-6.5,100.0,2.8,95.0,-1.9
Cc1c(-c2cccc(Cl)c2)nc2ccccc2c1C(=O)OCC(=O)Nc1ccc2c(c1)OCO2,-2.8,0.0,-2.8,-1.2,-7.2,111.0,0.5,97.0,32.3
CCC(=O)N1CCc2cc(S(=O)(=O)CCC(=O)Nc3cccc(C)n3)ccc21,-22.9,9.0,-7.5,-0.6,2.8,92.0,-15.7,110.0,22.1
Cc1ccccc1NC(=S)N(CCCN1CCOCC1)Cc1cccnc1,47.6,-1.0,0.3,-0.3,-15.0,97.0,-1.2,97.0,-12.7

# Part of the list above in order of heavy-atom count, high to low:
SMILES,PHOSPHO1 block,MEKK2 mut-MEK5,FID counter,OXTR ag,GPR7 antag,MEKK2 WT-MEK5,M18AAP inhibitor,MEKK3 PB1 HTS,NALP1 yeast inh
CCC(=O)N1CCc2cc(S(=O)(=O)CCC(=O)Nc3cccc(C)n3)ccc21,-22.9,9.0,-7.5,-0.6,2.8,92.0,-15.7,110.0,22.1
CC(=O)c1cccc(CN2CCN(Cc3ccccc3)C(CCO)C2)c1 (configuration not stated),23.6,-3.0,-2.6,0.4,0.0,90.0,0.2,91.0,-3.0
Cc1cc(-c2nnc(SCC(=O)NC3CC3)n2C(C)C)cs1,47.9,3.0,-8.0,0.3,-6.5,100.0,2.8,95.0,-1.9

# Continuation:
SMILES,PHOSPHO1 block,MEKK2 mut-MEK5,FID counter,OXTR ag,GPR7 antag,MEKK2 WT-MEK5,M18AAP inhibitor,MEKK3 PB1 HTS,NALP1 yeast inh
COc1cccc(N=Cc2ccc(O)cc2O)c1,-16.0,4.0,0.2,1.6,-10.8,96.0,9.5,96.0,33.5
Cc1cc(O)cc(C)c1NS(=O)(=O)c1ccc2ccccc2c1,28.4,2.0,-3.3,5.2,5.4,105.0,-5.7,103.0,15.5
CCCCOc1ccc([N+](=O)[O-])cc1C(=O)O,15.4,-2.0,4.9,0.1,-15.5,97.0,4.7,101.0,-1.8
COc1ccc(CNC(=O)COc2ccc(C(=O)c3ccc(F)cc3)cc2)cc1,6.3,-2.0,-16.1,3.1,10.6,99.0,8.4,101.0,31.6
Cc1csc(/N=C/c2ccc([N+](=O)[O-])cc2)n1,-10.5,-1.0,1.6,0.4,-6.8,104.0,-8.9,104.0,36.0
Cc1ccc(C2CC(c3cccs3)=NN2S(=O)(=O)c2ccc(C)cc2)cc1 (configuration not stated),0.3,9.0,1.7,0.6,-2.0,61.0*[inhibitor],0.0,102.0,21.4
S=C1SCN(Cc2cccnc2)CN1Cc1cccnc1,43.0,3.0,-3.0,0.6,-6.1,100.0,-3.5,107.0,69.3*
O=C(Nc1ccc(F)cc1F)NC1CCN(Cc2c(F)cccc2Cl)CC1,-1.3,-17.0,-1.3,-1.3,-12.9,89.0,-10.1,87.0,13.7
Nc1ccc(S(=O)(=O)NC2(C(F)(F)F)NC(=O)N(c3ccccc3F)C2=O)cc1 (configuration not stated),41.6,1.0,-2.5,-0.3,-10.5,94.0,2.8,101.0,0.0
Cc1ccc(-c2cc(C(=O)N/N=C/c3cccnc3)n[nH]2)o1,-10.6,0.0,-7.6,0.4,-5.7,97.0,6.8,97.0,25.0

# In a second layout: two of the compounds above
molecule | PHOSPHO1 block | MEKK2 mut-MEK5 | FID counter | OXTR ag | GPR7 antag | MEKK2 WT-MEK5 | M18AAP inhibitor | MEKK3 PB1 HTS | NALP1 yeast inh
COc1ccc(CNC(=O)COc2ccc(C(=O)c3ccc(F)cc3)cc2)cc1 | 6.3 | -2.0 | -16.1 | 3.1 | 10.6 | 99.0 | 8.4 | 101.0 | 31.6
Cc1csc(/N=C/c2ccc([N+](=O)[O-])cc2)n1 | -10.5 | -1.0 | 1.6 | 0.4 | -6.8 | 104.0 | -8.9 | 104.0 | 36.0

# The listing continues.
SMILES,PHOSPHO1 block,MEKK2 mut-MEK5,FID counter,OXTR ag,GPR7 antag,MEKK2 WT-MEK5,M18AAP inhibitor,MEKK3 PB1 HTS,NALP1 yeast inh
CCOC(=O)C1CCCN(c2c(NCC3CCCO3)c(=O)c2=O)C1 (configuration not stated),-6.8,11.0,1.9,0.6,-1.1,115.0,-2.3,118.0,-1.6
Cc1ccc(S(=O)(=O)NCCc2c[nH]c3ccccc23)cc1,50.4,2.0,-15.6,0.0,9.5,99.0,0.0,99.0,-27.2
CCC(=O)N1CCc2cc(Br)cc(S(=O)(=O)CC(=O)OC)c21,-4.1,11.0,-1.2,-0.1,-9.6,104.0,2.0,101.0,5.8
Cc1nc2cc(C(=O)O)ccc2n1-c1ccc(F)cc1F,-3.3,11.0,0.3,-0.4,-13.3,123.0,5.5,120.0,-1.0
COc1ccc(Cc2nnc(N/N=C/c3ccc(O)cc3)[nH]c2=O)cc1OC,1.1,5.0,-7.6,-0.5,-4.1,94.0,10.0,98.0,8.0
CCCn1c(NCc2cccc(OC)c2OC)nc2ccccc21,-2.1,0.0,1.7,-0.3,-12.3,90.0,-0.5,94.0,9.8
Cc1cc(Nc2ccc3c(c2)OCCO3)n2ncnc2n1,13.5,1.0,-0.5,-1.1,17.4*,101.0,2.1,104.0,7.7
CNC(=O)CCCN1C(=O)c2ccccc2Sc2ncccc21,5.5,1.0,-5.3,-0.3,12.0,99.0,0.2,97.0,13.5
COc1ccc(C)cc1NC(=O)C(=O)c1cn(CC(=O)N2CCCC2)c2ccccc12,33.4,4.0,-24.2,-1.4,-19.6,100.0,2.3,100.0,9.5
CCOC(=O)c1cccc(NC(=O)COc2nsnc2N2CCOCC2)c1,0.0,-7.0,-28.9,9.2,16.3,91.0,1.7,96.0,5.6
O=C(c1ccc2ccccc2c1)C1CCCN(C(=O)c2noc3c2CCCC3)C1 (configuration not stated),54.2,-1.0,-26.1,-2.5,-5.5,106.0,-0.5,108.0,10.3
Oc1c(C=Nc2cccc3nsnc23)ccc2ccccc12,-10.7,-20.0,2.3,1.2,6.5,31.0*[inhibitor],15.1,84.0,6.2
Cc1cc(N2CCOCC2)nc2ccc(NC(=S)NCc3ccc4c(c3)OCO4)cc12,-9.9,4.0,-8.3,1.4,-18.4,103.0,-3.7,105.0,-14.0
CCC(C)(C)C(=O)Nc1cc([N+](=O)[O-])ccc1F,-2.9,-1.0,-2.6,-1.2,-10.4,105.0,-1.5,105.0,24.0
Cc1ccsc1/C=N/NC(=O)c1ccc2c(c1)OCCO2,18.9,-3.0,-7.6,-1.4,0.5,101.0,-2.4,100.0,-0.5
COc1ccc(C)cc1NS(=O)(=O)c1ccc(NC(=O)CN(c2cc([N+](=O)[O-])ccc2C)S(C)(=O)=O)cc1,0.1,0.0,9.2,0.5,16.7,114.0,5.9,109.0,14.4
Cc1ccccc1NC(=O)c1cn2c(nc3ccccc32)c(C#N)c1C,34.7,13.0,-2.9,0.0,-16.8,110.0,2.5,114.0,x
COC(=O)c1nc2nc(C)cc(C(F)(F)F)n2n1,1.7,-3.0,-0.9,0.1,-6.3,99.0,-2.0,102.0,1.3
Cc1cccc(NS(=O)(=O)c2cccc(C(=O)NCC(C)(C)N3CCOCC3)c2)c1,9.4,-1.0,11.1,-0.3,22.8,93.0,12.2,91.0,15.1
Cc1ccc(-c2csc(N(CCO)CCCn3c(C(F)(F)F)nc4ccccc43)n2)cc1,-129.7,-4.0,-30.3,-0.5,27.6,92.0,0.3,98.0,7.1
COc1ccc(CC(=O)NCC(=O)N/N=C/c2ccco2)cc1,9.6,9.0,-10.5,x,17.5,108.0,1.4,100.0,19.8
COc1ccc(-c2cc(C(=O)NCCCN3CCOCC3)c3cc(C(C)C)ccc3n2)cc1,18.3,3.0,37.2*,1.3,-1.8,108.0,-5.0,100.0,7.5

# Exported as tab-separated lines: entries from further up.
SMILES	PHOSPHO1 block	MEKK2 mut-MEK5	FID counter	OXTR ag	GPR7 antag	MEKK2 WT-MEK5	M18AAP inhibitor	MEKK3 PB1 HTS	NALP1 yeast inh
Cc1cc(N2CCOCC2)nc2ccc(NC(=S)NCc3ccc4c(c3)OCO4)cc12	-9.9	4.0	-8.3	1.4	-18.4	103.0	-3.7	105.0	-14.0
Oc1c(C=Nc2cccc3nsnc23)ccc2ccccc12	-10.7	-20.0	2.3	1.2	6.5	31.0*[inhibitor]	15.1	84.0	6.2
COc1ccc(C)cc1NS(=O)(=O)c1ccc(NC(=O)CN(c2cc([N+](=O)[O-])ccc2C)S(C)(=O)=O)cc1	0.1	0.0	9.2	0.5	16.7	114.0	5.9	109.0	14.4
COc1ccc(-c2cc(C(=O)NCCCN3CCOCC3)c3cc(C(C)C)ccc3n2)cc1	18.3	3.0	37.2*	1.3	-1.8	108.0	-5.0	100.0	7.5

# Screening results: PubChem BioAssay, several laboratories
